SARS 3CLpro inh = SARS-CoV 3CLpro protease inhibition; P0C6X7; 290,000 tested, 0.14% active; inhibition, % at 6 µM; recombinant SARS-CoV 3CLpro, quenched FRET peptide cleavage; AID 1706; in the data active = inhibition above about 12%
Mtb FBA inh = Mtb fructose-bisphosphate aldolase inhibition | P9WQA3 | purified M. tuberculosis FBA, fluorescence read-out | inhibition, % at 1 µM | 360,000 tested, 2.3% active | AID 588726; in the data active = inhibition above about 27%;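 also: 0% = vehicle and 100% = reference inhibitor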
Target sequence (P9WQA3 whole entry, looked up): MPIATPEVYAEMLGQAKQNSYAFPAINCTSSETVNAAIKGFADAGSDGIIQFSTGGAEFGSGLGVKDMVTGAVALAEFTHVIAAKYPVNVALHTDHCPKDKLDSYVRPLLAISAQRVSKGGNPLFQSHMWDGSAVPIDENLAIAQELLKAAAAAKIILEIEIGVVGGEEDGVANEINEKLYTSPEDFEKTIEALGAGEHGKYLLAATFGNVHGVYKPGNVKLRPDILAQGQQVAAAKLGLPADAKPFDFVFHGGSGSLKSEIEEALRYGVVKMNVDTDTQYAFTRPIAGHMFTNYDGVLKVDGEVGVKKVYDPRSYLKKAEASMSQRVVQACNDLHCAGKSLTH
GDH-TPI inh = inhibits GDH-TPI coupling enzymes, artifact for Mtb FBA screen | 360,000 tested, 1.2% active | inhibition, % at 4.8 µM | GDH-TPI coupled enzyme counterscreen, NADH absorbance; in the data active = inhibition above about 30%;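 also: 0% = DMSO wells and 100% = wells lacking the enzyme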
Mtb UGM inh = blocks M. tuberculosis UGM enzyme | P9WIQ1 | purified UGM, fluorescence polarization probe displacement | inhibition, % at 10 µM | 320,000 tested, 0.06% active | AID 504406; in the data active = inhibition above about 10%, passing the limit was not always enough
SSB-PriA inh = inhibitors of Klebsiella pneumoniae PriA binding to SSB C-terminal tail | AID 1272365 | 430,000 tested, 0.6% active | AlphaScreen SSBct-PriA binding, biotinylated peptide | inhibition, % at 33 µM; in the data active = inhibition mostly above about 37%, no sharp cut-off; inactive = mostly below about 20%;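 also: plate controls were negative control peptide for no effect and reference peptide for full effect; strong numbers were not always called active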
Rv3671c protease = Rv3671c (M. tuberculosis) protease inhibition. P9WHR9. AID 2606. 320,000 tested, 0.048% active. inhibition, % at 5.96 µM; in the data active = inhibition above about 38%;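 also: extracellular domain of Rv3671c used as enzyme; 0% = enzyme with DMSO and 100% = no enzyme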
Target sequence (P9WHR9 whole entry, looked up, the tested form may be a part): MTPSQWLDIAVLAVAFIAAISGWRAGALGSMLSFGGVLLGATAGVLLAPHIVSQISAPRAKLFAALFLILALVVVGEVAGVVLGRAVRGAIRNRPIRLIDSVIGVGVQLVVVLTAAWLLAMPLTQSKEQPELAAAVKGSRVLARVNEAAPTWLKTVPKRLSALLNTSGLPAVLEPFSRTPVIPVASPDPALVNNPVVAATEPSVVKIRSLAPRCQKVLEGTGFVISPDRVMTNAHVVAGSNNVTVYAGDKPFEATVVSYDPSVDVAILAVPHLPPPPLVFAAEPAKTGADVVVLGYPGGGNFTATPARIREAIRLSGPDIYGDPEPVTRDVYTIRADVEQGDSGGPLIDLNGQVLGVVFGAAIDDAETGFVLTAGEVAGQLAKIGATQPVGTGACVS
DUSP3 inh = blocks human VHR1 dual specificity phosphatase. P51452. 290,000 tested, 0.52% active. recombinant VHR phosphatase, pNPP absorbance. inhibition, % at 13.3 µM; in the data active = inhibition above about 50%; also: some compounds called inactive have numbers as strong as hits
Target sequence (P51452 whole entry, looked up): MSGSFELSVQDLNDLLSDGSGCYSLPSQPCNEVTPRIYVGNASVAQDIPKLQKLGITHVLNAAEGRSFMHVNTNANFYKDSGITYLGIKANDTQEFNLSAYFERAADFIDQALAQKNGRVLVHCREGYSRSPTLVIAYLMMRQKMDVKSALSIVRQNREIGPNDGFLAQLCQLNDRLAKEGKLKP
Mtb BioA inh = inhibitors of Mycobacterium tuberculosis BioA enzyme; purified M. tuberculosis BioA enzyme, plate reader; inhibition, % at 9.99 µM; 360,000 tested, 0.096% active; in the data active = inhibition above about 40%
Vc quorum ag = induces V. cholerae light production without autoinducers; V. cholerae BH1578 lux reporter, luminescence, 6 h; activation, % at 18.7 µM; 350,000 tested, 0.16% active; AID 588436; in the data active = activation mostly above about 9.7%, no sharp cut-off; also: not every result past the cut was called active; inactives centre near 0; reference of the scale not given here
MazF activator = MazEF (E. coli) toxin RNase activation; P0AE70; FAM/BHQ RNA-DNA oligo cleavage fluorescence, 5 h; activation, % at 20 µM; 350,000 tested, 0.32% active; AID 504720; in the data active = activation above about 50%
Target sequence (P0AE70 whole entry, looked up): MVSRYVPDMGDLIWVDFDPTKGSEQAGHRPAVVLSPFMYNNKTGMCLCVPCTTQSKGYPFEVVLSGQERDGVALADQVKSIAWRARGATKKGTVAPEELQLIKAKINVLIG
Starred values were filed as active, the others as inactive; i = inactive; nt = no result given; & = joins results of further samples. This is a subset; count on the stated rates, not on these rows.

Codes – A = SARS 3CLpro inh; B = Mtb FBA inh; C = GDH-TPI inh; D = Mtb UGM inh; E = SSB-PriA inh; F = Rv3671c protease; G = DUSP3 inh; H = Mtb BioA inh; I = Vc quorum ag; J = MazF activator
Cc1ccc(NC2CCCN(C(=O)CCc3ccncc3)C2)cc1C (centres undefined)
  A: -1; B: 1; C: -4; D: 0.9; E: 4; F: nt; G: 19; H: 0.4; I: 0.8; J: 0

CNC(=O)c1ccc(S(=O)(=O)c2ccc(Cl)cc2)c(NC(C)=O)c1
  A: -2; B: 0; C: 2; D: 0.7; E: -5; F: 0; G: 4; H: 6.6; I: i; J: 6

Cc1ccc2oc(=O)n(CCOc3ccccc3Cl)c2c1
  A: 2; B: 4; C: 22; D: 1.8; E: -10; F: 1; G: 25; H: -0.9; I: -0.1; J: 5

COc1ccc([N+](=O)[O-])cc1NC(=O)C(C)Sc1ccccc1 (centres undefined)
  A: 2; B: 2; C: 13; D: -0.8; E: 7; F: -3; G: 16; H: nt; I: 2.2; J: 4

CNC(=S)N1CCn2cccc2C1c1cccnc1 (centres undefined)
  A: 1; B: -4; C: 2; D: 0.2; E: -4; F: -9; G: 16; H: -0.2; I: 1.4; J: -21

COc1ccc(C=O)c2[nH]c3c(Cl)ncnc3c12
  A: -3; B: 11; C: -3; D: nt; E: 3; F: nt; G: -29; H: -2.2; I: i; J: 1

O=C(NC1CCCC1)C(c1ccc(O)cc1)N(CC1CCCO1)C(=O)C1COc2ccccc2O1 (centres undefined)
  A: 0; B: 1; C: 11; D: -2.0; E: -4; F: -8; G: 32; H: 0.1; I: i; J: 6

CCC(=O)N(CC)c1nc(-c2ccc(OC)cc2)cs1
  A: 5; B: -1; C: -6; D: 0.4; E: -36; F: 1; G: 12; H: -1.5; I: -7.1; J: -6

FC(F)(F)c1ccccc1/C=N/n1c(COc2ccccc2)n[nH]c1=S
  A: 3; B: 2; C: 6; D: 0.4; E: nt; F: 1; G: 20; H: nt; I: i; J: 1

Cc1cccc2sc(NNC(=O)c3cc(-c4cccs4)nc4ccccc34)nc12
  A: 4; B: 7; C: 13; D: 4.8; E: -17; F: 6; G: -4; H: -0.4; I: -0.3; J: 7

COc1cc2c(cc1OC)C(C)N(C(=O)c1ccc(Br)o1)CC2 (centres undefined)
  A: 0; B: -2; C: 2; D: 1.2; E: -12; F: -2; G: -1; H: 12; I: 1.0; J: 4

CCOc1ccccc1N=C1SCC(C)N1C(=O)C1CCN(c2ncnc3sc(C)c(C)c23)CC1 (centres undefined)
  A: nt; B: -1; C: 6; D: nt; E: 0; F: nt; G: nt; H: 2.7; I: -5.0; J: -2

Nc1n[nH]c(N)c1N=Nc1ccc(Cl)cc1Cl
  A: -1; B: -6; C: 5; D: -1.6; E: 46; F: 5; G: -2; H: nt; I: nt; J: 8

O=C(Cc1cccs1)NNC(=S)NCc1ccco1
  A: 0; B: 2; C: -4; D: -1.4; E: -16; F: 5; G: -4; H: nt; I: i; J: -6

Cc1csc(SCC(=O)N(C)CC(=O)Nc2ccc(F)cc2)n1
  A: -5; B: 28*; C: -6; D: 3.2; E: nt; F: 1; G: 13; H: nt; I: -1.1; J: nt

COC(=O)c1ccc2c(=O)n(CCCCCC(=O)NC(C)C)c(=O)[nH]c2c1
  A: 7; B: 10; C: 1; D: 5.6; E: -2; F: -13; G: 16; H: nt; I: i; J: -2

Cn1nc(C(=O)Nc2ccccc2N2CCOCC2)ccc1=O
  A: nt; B: 1; C: 3; D: 0.6; E: 3; F: -1; G: nt; H: nt; I: -2.7; J: 5

O=c1c2c(nc3cc(-c4ccccc4)[nH]n13)CCS2
  A: 3; B: 14; C: 1; D: -1.8; E: -9; F: 5; G: 16; H: nt; I: i; J: 0

CCCc1nc2ccccc2c(=O)n1CC(=O)c1ccc(F)cc1
  A: -2; B: 3; C: -2; D: -7.1; E: -6; F: 5; G: 10; H: nt; I: -2.2; J: -1

COC(=O)c1sc2ncccc2c1OCc1ccccc1Cl
  A: -1; B: 4; C: -8; D: -3.0; E: -43; F: -5; G: -1; H: 4.8; I: i; J: 7

CCOC(=O)c1c(S(=O)(=O)NCC(=O)NCc2cccc(C)c2)c(C)n(C)c1C
  A: -1; B: 1; C: -5; D: -1.5; E: -8; F: -2; G: -22; H: 0.4; I: -0.2; J: 3

O=C(c1ccco1)N(Cc1ccccc1)c1cccc([N+](=O)[O-])c1
  A: 0; B: 2; C: 2; D: -1.9; E: 10; F: -11; G: -24; H: nt; I: 0.5; J: -3

O=C(COC(=O)c1ccc(=O)n(Cc2ccccc2)n1)Nc1ccc2c(c1)OCCO2
  A: -6; B: -4; C: 0; D: -1.3; E: -10; F: 2; G: -1; H: nt; I: -0.3; J: 6

COc1ccc(NC(=O)CSc2nccn2-c2cccc(OC)c2)cc1
  A: 0; B: 2; C: 11; D: -1.1; E: -12; F: 6; G: 17; H: 2.0; I: -3.6; J: -5

CN(C)CCCOc1cccc(Oc2ccccc2)c1
  A: 1; B: 3; C: 2; D: 2.2; E: 6; F: 8; G: 7; H: nt; I: -0.4; J: -4

Seven compounds out of the list, arranged by molecular weight, highest first:
Codes – A = SARS 3CLpro inh; B = Mtb FBA inh; C = GDH-TPI inh; D = Mtb UGM inh; E = SSB-PriA inh; F = Rv3671c protease; G = DUSP3 inh; H = Mtb BioA inh; I = Vc quorum ag; J = MazF activator
COc1ccc(NC(=O)CSc2nccn2-c2cccc(OC)c2)cc1
  A: 0; B: 2; C: 11; D: -1.1; E: -12; F: 6; G: 17; H: 2.0; I: -3.6; J: -5

COC(=O)c1sc2ncccc2c1OCc1ccccc1Cl
  A: -1; B: 4; C: -8; D: -3.0; E: -43; F: -5; G: -1; H: 4.8; I: i; J: 7

Cc1ccc2oc(=O)n(CCOc3ccccc3Cl)c2c1
  A: 2; B: 4; C: 22; D: 1.8; E: -10; F: 1; G: 25; H: -0.9; I: -0.1; J: 5

O=C(Cc1cccs1)NNC(=S)NCc1ccco1
  A: 0; B: 2; C: -4; D: -1.4; E: -16; F: 5; G: -4; H: nt; I: i; J: -6

CCC(=O)N(CC)c1nc(-c2ccc(OC)cc2)cs1
  A: 5; B: -1; C: -6; D: 0.4; E: -36; F: 1; G: 12; H: -1.5; I: -7.1; J: -6

Nc1n[nH]c(N)c1N=Nc1ccc(Cl)cc1Cl
  A: -1; B: -6; C: 5; D: -1.6; E: 46; F: 5; G: -2; H: nt; I: nt; J: 8

O=c1c2c(nc3cc(-c4ccccc4)[nH]n13)CCS2
  A: 3; B: 14; C: 1; D: -1.8; E: -9; F: 5; G: 16; H: nt; I: i; J: 0

Remaining list, next part.
Codes – A = SARS 3CLpro inh; B = Mtb FBA inh; C = GDH-TPI inh; D = Mtb UGM inh; E = SSB-PriA inh; F = Rv3671c protease; G = DUSP3 inh; H = Mtb BioA inh; I = Vc quorum ag; J = MazF activator
CCOc1ccc(Cl)cc1-c1cc(C(=O)Nc2ccc(OC)nc2)[nH]n1
  A: nt; B: 5; C: 0; D: nt; E: nt; F: nt; G: nt; H: -1.3; I: -0.4; J: nt

CN(CCC#N)C(=O)COC(=O)c1c2c(nc3ccccc13)/C(=C\c1ccco1)CC2
  A: nt; B: -3; C: 12; D: nt; E: -5; F: nt; G: nt; H: -3.4; I: i; J: -27

CC(C)C(NC(=O)c1ccco1)C(=O)OCC(=O)NCCc1ccccc1 (centres undefined)
  A: nt; B: 5; C: 1; D: -2.6; E: 13; F: 0; G: nt; H: 0.3; I: i; J: 0

Cc1ccc(CNC(=O)C(=O)NCC2CCCN2S(=O)(=O)c2cc(C)ccc2C)cc1 (centres undefined)
  A: nt; B: 1; C: -7; D: 1.2; E: 6; F: 7; G: nt; H: -1.6; I: -0.3; J: -35

CCN1CCc2c(C#N)c(N3CCOCC3)nc(NCCO)c2C1
  A: 0; B: 24; C: 13; D: 1.3; E: 0; F: -11; G: -4; H: -0.1; I: -0.3; J: 39

COc1ccc(CNCCc2ccc(Cl)cc2)c(OC)c1OC
  A: -4; B: 0; C: -1; D: 5.4; E: -16; F: 4; G: 34; H: 1.4; I: -0.1; J: 22

C=CCN(C(=O)CNC(=O)c1ccco1)C(C(=O)NC1CCCC1)c1cccs1 (centres undefined)
  A: 0; B: 0; C: 11; D: -0.4; E: -17; F: 3; G: 2; H: nt; I: i; J: 0

CCOC(=O)c1nc(S(C)(=O)=O)ncc1N1CCOCC1
  A: 6; B: -4; C: 3; D: -2.5; E: 0; F: 6; G: 36; H: -0.6; I: i; J: -1

COc1ccc2ccccc2c1C1NC(=O)NC(C)=C1[N+](=O)[O-] (centres undefined)
  A: -6; B: 2; C: 18; D: 0.5; E: -10; F: -2; G: 34; H: 2.8; I: 1.8; J: -2

C=CCN1CCN(C(=O)CCc2ccccc2)CC1
  A: 3; B: -1; C: 10; D: 0.2; E: -2; F: 1; G: 29; H: 4.8; I: i; J: -2

C=CCN(C/C(=N\O)c1sc(C(=O)OCC)nc1C)c1cccc(Br)c1
  A: nt; B: -2; C: 7; D: -5.0; E: nt; F: -14; G: nt; H: 1.4; I: i; J: -1

Cc1ccc(-n2c(CC#N)n[nH]c2=S)c(C)c1
  A: 0; B: 3; C: 9; D: -0.5; E: -8; F: -2; G: 29; H: -1.0; I: i; J: 0

Cc1nnsc1SCC(=O)O
  A: 3; B: 0; C: 4; D: 1.4; E: -19; F: -4; G: 40; H: 1.0; I: i; J: 6

CC(=O)O[C@]1(C(C)=O)CCC2C3CCC4=C/C(=N/OCC(=O)O)CC[C@]4(C)C3CC[C@@]21C (some centres undefined)
  A: -3; B: 4; C: 3; D: -4.0; E: nt; F: -11; G: 20; H: -0.4; I: 0.9; J: 5

COC(=O)c1ccccc1NC(=O)CN1CCC(C(=O)c2ccc3c(c2)OCCO3)CC1
  A: -4; B: 1; C: 17; D: -0.1; E: 4; F: -9; G: 5; H: nt; I: -0.2; J: -8

Cn1c(=O)c2c(SCC(=O)NCCc3ccccc3)nc(C3CC3)nc2n(C)c1=O
  A: 2; B: nt; C: nt; D: -4.0; E: -1; F: -2; G: -4; H: nt; I: nt; J: -7

C=CC(=C)CC(NC)c1ccccc1 (centres undefined)
  A: 3; B: 0; C: 19; D: 0.8; E: 15; F: 6; G: 13; H: -0.3; I: -1.4; J: 4

O=C(NCC1CC1)C1(C(F)(F)F)CC(CCCO)CCCO1 (centres undefined)
  A: nt; B: -2; C: 9; D: -1.0; E: -11; F: 1; G: nt; H: 0.1; I: -0.8; J: 2

C[C@@H]1CN([C@H](C)CO)S(=O)(=O)c2ccc(C#Cc3cccc(F)c3)cc2O[C@@H]1CN(C)C(=O)CN1CCOCC1
  A: nt; B: 0; C: 2; D: nt; E: nt; F: nt; G: nt; H: 0.8&-1.6; I: i; J: 5

O=C(COC(=O)c1ccc(C(F)(F)F)cc1)Nc1cccc(S(=O)(=O)N2CCCCC2)c1
  A: nt; B: 6; C: 15; D: 3.0; E: -8; F: -60; G: nt; H: -1.7; I: i; J: -9

COc1ccc(OCC(=O)N/N=C2\CCCc3ccccc32)cc1
  A: -1; B: 0; C: 0; D: -0.7; E: nt; F: 10; G: 26; H: nt; I: -0.2; J: -5

C#CC1(O)C=CC2C3CCC4=CC(=O)CCC4C3CCC21CC (centres undefined)
  A: 0; B: 3; C: 1; D: -1.0; E: -6; F: 3; G: 7; H: -1.4; I: i; J: -6

O=C(c1ccncc1)N1CCCC(N2CCN(c3cccc(C(F)(F)F)c3)CC2)C1 (centres undefined)
  A: 0; B: 1; C: 9; D: -0.2; E: 2; F: -4; G: 36; H: -2.0; I: 0.7; J: 4

O=S1(=O)[C@H]2CC3O[C@]2(C[C@@H]3c2ccc(F)cc2)CN1Cc1ccc(Cl)cc1
  A: nt; B: -2; C: 7; D: 2.4; E: -5; F: -3; G: 3; H: 0.3; I: i; J: -2

Cc1ccccc1N=Cc1cc2c(cc1O)OC(N)=C(C#N)C2c1ccccc1 (centres undefined)
  A: 4; B: 3; C: 21; D: 0.9; E: 0; F: -4; G: 18; H: nt; I: -0.4; J: -43

CCc1ccccc1N(C)C(=O)CCc1nc(-c2ccc(C)cc2)no1
  A: 1; B: 4; C: -6; D: 0.1; E: -8; F: 5; G: -26; H: 0.5; I: -0.3; J: 0

Cc1cc(Br)ccc1N=C1C(=O)Nc2ccccc21
  A: 1; B: -2; C: -4; D: 0.8; E: -2; F: 3; G: 27; H: 0.1; I: -0.8; J: 9
